Screening data deposited in PubChem BioAssay by NCI.
yeast sgs1 mgt1 – NCI yeast anticancer drug screen, S. cerevisiae sgs1 mgt1 strain | hit rate 10% among 78,000 | % growth inhibition at 50 µM | AID 161, 2004;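 note: 0% = growth of vehicle-only cultures of the same strain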
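Compounds are added to genetically altered yeast, and growth is compared with cultures given vehicle alone to give percent inhibition.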
yeast rad50 – NCI yeast anticancer drug screen, S. cerevisiae rad50 strain. % growth inhibition at 50 µM. hit rate 10% among 79,000. AID 155, 2004;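 note: 0% = growth of vehicle-only cultures of the same strain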
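Readout: growth inhibition relative to vehicle-treated cultures. Compound exposure was carried out in a genetically defined yeast strain deficient in DNA damage repair.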
yeast bub3 – NCI yeast anticancer drug screen, S. cerevisiae bub3 mutant strain. growth inhibition, % at 50 µM. hit rate 9.9% among 78,000;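 note: 0% = growth of vehicle-only cultures of the same strain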
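Compounds were applied to a genetically altered yeast strain carrying a cell-cycle control defect. Growth inhibition was scored against vehicle-treated controls.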
yeast cln2 rad14 – NCI yeast anticancer drug screen, S. cerevisiae cln2 rad14 strain; growth inhibition, % at 50 µM; hit rate 8.3% among 78,000; AID 165, 2004;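 note: 0% = growth of vehicle-only cultures of the same strain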
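Compounds are applied to the cln2 rad14 yeast strain, and growth is then compared with that of vehicle-treated cultures to give inhibition.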
mec2-1 – NCI yeast anticancer drug screen, S. cerevisiae mec2-1 strain. AID 157, 2004. growth inhibition, % at 50 µM. hit rate 9% among 79,000;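 note: 0% = growth of vehicle-only cultures of the same strain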
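Each compound was tested on mec2-1 yeast, a strain altered in DNA damage repair or cell cycle control. Growth inhibition is reported relative to vehicle.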
yeast mlh1 rad18 – NCI yeast anticancer drug screen, S. cerevisiae mlh1 rad18 strain. growth inhibition, % at 50 µM. hit rate 11% among 79,000;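 note: 0% = growth of vehicle-only cultures of the same strain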
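Genetically defined yeast (DNA repair-deficient) exposed to compounds; growth inhibition determined relative to vehicle.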
An asterisk follows results filed as active; nt = no result given. Cut-off read from the data, not from the text of the source: active = growth inhibition above about 70%; inactive = the rest.

1. N#Cc1ccc2c(c1)-c1cc(C#N)ccc1C2c1ccccc1
2. CN(C)c1nc(-c2ccccc2)c(Cc2ccccc2)c(=O)o1
3. CCCCCCCCCC(=O)CCCCCCC
4. COc1cc(OC)c(C(c2cc3c(cc2O)OCO3)N2CCOCC2)c(OC)c1 (stereo not drawn)
5. COC(=O)c1c([N+](=O)[O-])ncn1C1CC(OC(C)=O)C(COC(C)=O)O1 (stereo not drawn)
6. CCOC(=O)N1CCN(P(=O)(Nc2ccc3nc(NC(=O)OC)[nH]c3c2)Oc2ccccc2)CC1 (stereo not drawn)
7. CC(C)OC(=O)CN1C(=O)c2ccccc2C1=O
8. COc1cc2nc(-c3ccc4ccccc4c3)[nH]c(=O)c2cc1OC
entry no.	1	2	3	4	5	6	7	8
yeast sgs1 mgt1	-3.5	20.5	nt	50.3	-1.9	0.6	18.3	9.2
yeast rad50	8.9	-1.9	6.2	57.9	15.2	-38.5	0.1	4.2
yeast bub3	-4.8	7.2	nt	18.8	-17.7	-9.7	-2.0	7.6
yeast cln2 rad14	-42.5	-4.2	nt	23.7	-30.8	-9.4	11.1	-4.0
mec2-1	-10.8	-4.2	-12.1	61.1	-4.9	-6.9	-8.2	-10.6
yeast mlh1 rad18	-7.0	7.8	-22.3	63.2	5.2	-37.1	5.8	5.7

Arranged by length of the SMILES (smallest number first): part of the list above
2. CN(C)c1nc(-c2ccccc2)c(Cc2ccccc2)c(=O)o1
4. COc1cc(OC)c(C(c2cc3c(cc2O)OCO3)N2CCOCC2)c(OC)c1 (stereo not drawn)
6. CCOC(=O)N1CCN(P(=O)(Nc2ccc3nc(NC(=O)OC)[nH]c3c2)Oc2ccccc2)CC1 (stereo not drawn)
entry no.	2	4	6
yeast sgs1 mgt1	20.5	50.3	0.6
yeast rad50	-1.9	57.9	-38.5
yeast bub3	7.2	18.8	-9.7
yeast cln2 rad14	-4.2	23.7	-9.4
mec2-1	-4.2	61.1	-6.9
yeast mlh1 rad18	7.8	63.2	-37.1

(more compounds)
9. C[C@]12CCC3c4ccc(OC(=O)c5ccccc5)cc4CC[C@H]3C1CC[C@@H]2OC(=O)C12OC1CCC2=O (stereo partly drawn)
10. O=c1oc2ccccc2c2c1Sc1ccccc1N2
11. CC(=O)Nc1ccc(C(=O)NN2C(=O)C(Cl)C2c2ccc(Cl)cc2)cc1 (stereo not drawn)
12. Cc1cc(C)c2[nH]c(=O)c(Br)c(C)c2c1
13. Nc1nc(N)c2ncn(Cc3ccccc3)c2n1
14. CS(=O)(=O)CC(=N\O)/C(CS(C)(=O)=O)=N/O
15. Cc1[nH]c(=O)nc(N(CCO)/N=C/c2ccccc2Cl)c1C(=O)Nc1cc(Cl)cc(Cl)c1
16. Cc1c(C)c(C)c(CN2CC(=O)c3ccccc3C2=O)c(C)c1C
entry no.	9	10	11	12	13	14	15	16
yeast sgs1 mgt1	-7.5	17.0	-42.8	34.2	-9.9	-11.4	13.4	4.0
yeast rad50	-5.4	-0.9	-50.3	29.8	-41.2	2.2	4.2	18.0
yeast bub3	-27.9	2.0	-28.9	3.9	-16.1	-13.7	-1.1	10.6
yeast cln2 rad14	1.8	12.8	-27.3	22.1	-14.1	11.9	8.5	14.1
mec2-1	-35.5	-22.0	-32.3	11.8	-34.4	-9.5	-17.7	13.7
yeast mlh1 rad18	-9.8	-9.1	-43.5	19.4	-13.9	15.9	16.4	15.5

Some of the entries so far, with each value named.
(11) CC(=O)Nc1ccc(C(=O)NN2C(=O)C(Cl)C2c2ccc(Cl)cc2)cc1 (stereo not drawn)
  yeast sgs1 mgt1: -42.8 | yeast rad50: -50.3 | yeast bub3: -28.9 | yeast cln2 rad14: -27.3 | mec2-1: -32.3 | yeast mlh1 rad18: -43.5
(10) O=c1oc2ccccc2c2c1Sc1ccccc1N2
  yeast sgs1 mgt1: 17.0 | yeast rad50: -0.9 | yeast bub3: 2.0 | yeast cln2 rad14: 12.8 | mec2-1: -22.0 | yeast mlh1 rad18: -9.1
(14) CS(=O)(=O)CC(=N\O)/C(CS(C)(=O)=O)=N/O
  yeast sgs1 mgt1: -11.4 | yeast rad50: 2.2 | yeast bub3: -13.7 | yeast cln2 rad14: 11.9 | mec2-1: -9.5 | yeast mlh1 rad18: 15.9
(9) C[C@]12CCC3c4ccc(OC(=O)c5ccccc5)cc4CC[C@H]3C1CC[C@@H]2OC(=O)C12OC1CCC2=O (stereo partly drawn)
  yeast sgs1 mgt1: -7.5 | yeast rad50: -5.4 | yeast bub3: -27.9 | yeast cln2 rad14: 1.8 | mec2-1: -35.5 | yeast mlh1 rad18: -9.8

The results go on.
17. CCC1(C(=O)c2ccccc2)C(C(=O)OC)=NC(=N)N=C1C(=O)OC (stereo not drawn)
18. COC1=CC(=C(\C#N)c2ccccc2)/C=CC/1=N/O
19. CN1C/C(=C\c2ccco2)c2nc(N)nc(-c3ccco3)c2C1
20. Cc1ccc2ccc3c4c(c5ccc6ccc(C)cc6c5c3c2c1)C(=O)OC4=O
21. COc1cc(/C=C/C(=O)NCCCCN=[N+]=[N-])ccc1OCc1ccccc1
22. CC(C)c1ccc2c(c1)CC[C@H]1[C@](C)(CN)CCC[C@]21C
23. NC(CCl)=NCC12CC3CC(CC(C3)C1)C2
24. CC(=O)Nc1ccc2c(c1)C(=Nc1ccc(F)cc1)c1ccccc1-2
entry no.	17	18	19	20	21	22	23	24
yeast sgs1 mgt1	-9.8	46.6	8.9	54.7	27.4	99.7*	48.8	14.3
yeast rad50	18.4	40.2	-6.2	40.1	89.8*	98.8*	52.0	54.1
yeast bub3	5.2	64.5	6.8	5.5	10.1	90.0*	54.0	45.4
yeast cln2 rad14	-3.1	-2.0	35.5	-7.2	-3.1	91.8*	14.8	40.4
mec2-1	2.2	39.0	-3.4	12.8	82.2*	89.2*	25.9	4.3
yeast mlh1 rad18	13.2	46.8	-4.2	64.0	39.9	98.4*	56.9	50.7

25. Cc1cc(=O)n(Cc2ccccc2)n1-c1ccccc1
26. O=C1C2CCC(C2)C1CN1CCCCC1 (stereo not drawn)
27. CCCC(NC(C)=O)C(=O)O (stereo not drawn)
28. CCOC(=O)C1C(C)C(=O)c2cc(OC)c(OC)cc2C1c1cc(OC)c(OC)c(OC)c1 (stereo not drawn)
29. CCN(CC)C(=O)C1CCN(Cc2c[nH]c3ccccc23)CC1
30. NC(=O)c1ccccc1N1CCCCC1
31. CC(=O)n1nnc(CC#N)c1-c1ccccc1
32. O=C(O)CCC(=O)NNc1nc2ccccc2s1
entry no.	25	26	27	28	29	30	31	32
yeast sgs1 mgt1	-0.4	-32.0	2.8	12.8	-10.2	36.0	2.6	29.1
yeast rad50	-11.0	-13.8	8.6	32.3	-3.0	16.7	20.4	22.1
yeast bub3	1.2	-22.6	1.1	0.6	2.8	32.5	-23.2	-13.2
yeast cln2 rad14	9.4	-1.0	-21.1	12.1	-53.0	21.5	5.1	19.8
mec2-1	12.8	-29.1	2.8	9.4	-6.8	-0.2	7.5	2.0
yeast mlh1 rad18	-17.0	-11.7	8.0	21.6	-0.2	22.4	-15.3	44.4

33. CC(C)OC(=O)CCc1ccccc1
34. Nc1cc2c(cc1Br)-c1ccc(Br)cc1C2=O
35. CN(c1ccccc1)c1ncnc2c1ncn2C
36. CCCCCCCCCCCCNCCNCCN
37. O=C(OCCN1CCOCC1)c1cc2ccccc2oc1=O
38. Nc1ccc(C(=O)NN2C(=O)C(Cl)C2c2cccc(O)c2)cc1 (stereo not drawn)
39. OC1CN(C(c2ccccc2)c2ccccc2)C1
40. NC(=O)c1ccc(S(=O)(=NS(=O)(=O)c2ccccc2)c2ccc(C(N)=O)cc2)cc1
41. O=[N+]([O-])c1ccc(N=NNc2ccc(N=Nc3ccccc3)cc2)cc1
entry no.	33	34	35	36	37	38	39	40	41
yeast sgs1 mgt1	10.7	-0.7	1.8	91.0*	6.3	-35.1	5.9	-11.8	-1.0
yeast rad50	20.6	-6.7	2.6	86.7*	1.8	-4.5	-20.9	4.2	12.1
yeast bub3	7.6	21.4	29.9	89.0*	-0.2	4.3	-7.2	-25.6	0.1
yeast cln2 rad14	8.2	-30.2	-4.7	85.6*	-45.7	-14.2	-0.7	-62.8	6.7
mec2-1	14.1	-6.7	-0.7	89.7*	2.6	-41.7	-23.0	-8.4	-18.8
yeast mlh1 rad18	7.2	-5.2	4.1	86.6*	-2.6	-6.5	-9.6	-1.6	4.6

As entered above.
NC(CCl)=NCC12CC3CC(CC(C3)C1)C2 @ mec2-1: 25.9
CS(=O)(=O)CC(=N\O)/C(CS(C)(=O)=O)=N/O @ yeast bub3: -13.7
Cc1[nH]c(=O)nc(N(CCO)/N=C/c2ccccc2Cl)c1C(=O)Nc1cc(Cl)cc(Cl)c1 @ yeast rad50: 4.2
CCCC(NC(C)=O)C(=O)O (stereo not drawn) @ yeast cln2 rad14: -21.1
Cc1c(C)c(C)c(CN2CC(=O)c3ccccc3C2=O)c(C)c1C @ yeast cln2 rad14: 14.1
CCN(CC)C(=O)C1CCN(Cc2c[nH]c3ccccc23)CC1 @ yeast rad50: -3.0
